From PubChem
PolyA inh: blocks polyadenylation in yeast reporter cells; calls only at 12 µM; hit rate 0.02% among 300,000; S. cerevisiae SKY197-pL101 polyadenylation reporter, beta-gal luminescence; efflux-impaired pdr1/pdr3 knockout yeast; score 100 = 6 SD above DMSO;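 active = lowest replicate activity score at least 50, where 100 means six control SD above control mean; inconclusive = lowest score under 50 but half or more replicates reach 50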;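 note: yeast exposed to compound for 9 h at 30 °C; higher score means more reporter readthrough which indicates perturbed polyadenylation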
GSK3A inh: blocks human GSK-3 alpha kinase; P49840; hit rate 0.1% among 320,000; inhibition, % at 10 µM; ADP-Glo luminescence, 60 min; AID 2650;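 in the data active = inhibition above about 50%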;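 note: GST-tagged GSK-3 alpha with peptide substrate and 25 µM ATP; 0% = DMSO neutral wells and 100% = GW8510 positive control wells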
AI-2 QS modul: modulates the Vibrio harveyi AI-2 quorum sensing system. Vibrio harveyi JMH597 AI-2 luminescence/OD600 ratio, 9 h; hits give low values; strain lacks LuxN and CqsS sensors; 0 = neutral-control median. activity change, % at 7.5 µM. AID 2094. hit rate 0.4% among 300,000; in the data active = activity change below about -75%, passing the limit was not always enough; inconclusive = no clear call, values can overlap the other calls;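 note: luminescence divided by OD600 gain over 9 h not by final OD600 alone; inactives centre near 13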
HSF1 inhib: HSF1 inhibition; hit rate 0.77% among 300,000; NIH3T3-HGL HSE-luciferase, MG132-induced, luminescence 8 h; hits give low values; activity change, negative = inhibition, % at 7.5 µM (by protocol);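 active = more than half of replicate wells show activity change below -50%, luminescence cut by over half; inconclusive = some wells, but at most half, below -50%; inactive = no replicate well below -50%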;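 note: luciferase reports HSF-1 transcriptional activity via heat shock element; 0% = median of DMSO wells and -100% = zero luminescence signal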
GSK3B inh: human GSK3beta kinase inhibition; hit rate 0.038% among 300,000; P49841; activity score (negative = inhibition), % at 10 µM; AID 2097; GST-GSK3beta kinase, ADP-Glo luminescence, 60 min; hits give low values;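 active = more than half of replicate wells score below -50%, meaning over 50% inhibition versus plate controls; inconclusive = some replicates but at most half score below -50%; inactive = no replicate scores below -50%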;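 note: 0% = median DMSO wells and -100% = median GW8510 positive control wells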
Target sequence (P49841 whole entry, looked up): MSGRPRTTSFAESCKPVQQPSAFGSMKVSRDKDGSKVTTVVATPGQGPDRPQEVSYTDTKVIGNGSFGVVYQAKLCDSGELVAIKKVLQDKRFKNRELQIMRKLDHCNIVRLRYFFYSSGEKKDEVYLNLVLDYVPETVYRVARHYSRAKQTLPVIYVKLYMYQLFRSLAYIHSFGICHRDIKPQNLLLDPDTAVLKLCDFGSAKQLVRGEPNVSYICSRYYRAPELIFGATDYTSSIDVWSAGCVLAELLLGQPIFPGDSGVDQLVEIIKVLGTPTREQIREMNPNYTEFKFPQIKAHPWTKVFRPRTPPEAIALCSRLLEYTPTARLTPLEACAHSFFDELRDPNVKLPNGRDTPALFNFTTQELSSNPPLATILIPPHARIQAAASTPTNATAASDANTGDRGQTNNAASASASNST
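test system = GST-tagged human GSK3beta kinase, cell-free | reagent = 25 µM ATP with peptide substrate | dosing = one dose of 10 µM per compound | schedule = 60 min reaction, RT | detection = luminescent ADP-Glo measurement of ADP formed | control set = DMSO neutral wells and GW8510 at 20 µM as positive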
DYRK1A inh: inhibitors of rat Dyrk1A kinase; Q63470; ADP-Glo luminescence, NFATc1 peptide; inhibition, % at 12.5 µM; hit rate 0.43% among 310,000; in the data active = inhibition above about 50%;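 note: plate controls were vehicle with enzyme for no effect and no enzyme for full effect; many of its hits are not listed in these tables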
HSP90 inh: HSP90 refolding inhibition in rabbit reticulocyte lysate. hit rate 0.91% among 290,000. inhibition, % at 5.6 µM. luciferase refolding luminescence, 3 h. AID 1789;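 active = inhibition above the screen-wide mean plus 3 SD, computed separately per campaign, cut at about 16% in these data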;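 note: 0% = DMSO wells and 100% = 60 µM geldanamycin wells; inhibitors lower the luminescence because luciferase stays unfolded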
HSF1 activator: increases HSF-1 driven luciferase reporter signal; hit rate 1.7% among 300,000; NIH3T3-HGL HSF-1 luciferase reporter, MG132, 8 h; 100% = twice DMSO control signal; activation, % at 9 µM;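 active = mean replicate activation of at least 50% with a set share of replicates each reaching 50%; inconclusive = only one of those two conditions met; inactive = mean below 50% and too few replicates reaching it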;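 note: 0% = median of the neutral control wells and 100% = twice that signal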
HDAC3 inhib: human HDAC3 inhibition; O15379; recombinant HDAC3, fluorogenic peptide/trypsin coupled, fluorescence; inhibition, % at 8.3 µM; hit rate 0.15% among 320,000; AID 2718; in the data active = inhibition above about 26%, passing the limit was not always enough; inconclusive = no clear call, values can overlap the other calls
Target sequence (O15379 whole entry, looked up): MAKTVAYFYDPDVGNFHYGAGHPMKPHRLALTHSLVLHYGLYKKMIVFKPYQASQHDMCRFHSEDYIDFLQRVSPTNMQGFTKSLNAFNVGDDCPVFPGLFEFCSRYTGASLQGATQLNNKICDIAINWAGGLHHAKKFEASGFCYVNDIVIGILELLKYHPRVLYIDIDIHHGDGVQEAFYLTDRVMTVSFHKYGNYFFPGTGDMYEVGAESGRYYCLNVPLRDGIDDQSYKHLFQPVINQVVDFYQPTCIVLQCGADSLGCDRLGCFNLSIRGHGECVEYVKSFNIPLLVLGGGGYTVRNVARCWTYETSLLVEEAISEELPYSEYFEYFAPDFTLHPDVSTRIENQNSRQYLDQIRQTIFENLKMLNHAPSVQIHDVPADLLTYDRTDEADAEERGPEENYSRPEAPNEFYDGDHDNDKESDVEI
Platelet DG rel: modulates dense granule release in human platelets; inhibition, %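 (compounds screened at 7.5 µM in platelet-rich plasma)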; human platelet-rich plasma, SFLLRN dense granule ATP release, luminescence; hit rate 0.22% among 300,000;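 active = mean replicate score, as percent of positive control, at or above 50; inconclusive = mean below 50 but at least one replicate at or above 50; inactive = mean and every replicate below 50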
* hit, by the source's call; i = inactive; ? = inconclusive; · = no result given. Not all compounds are listed (hit frequency here may not be typical).

item	SMILES	Platelet DG rel	HSF1 activator	GSK3B inh	HSP90 inh	GSK3A inh	AI-2 QS modul	HSF1 inhib	HDAC3 inhib	DYRK1A inh	PolyA inh
1	CCOc1ccc(-c2nc(C#N)c(N3CCN(CC)CC3)o2)cc1	0.3	30.5	0.4	-1.4	-1.1	26.4	-0.6	-44.2	-4.0	i
2	Cc1ccc(S(=O)(=O)CC(=O)Nc2ccccn2)cc1	-2.3	7.4	-2.3	-5.2	0.9	31.4	-1.4	-9.6	-4.7	i
3	c1ccc(-n2ncc3c(NCCN4CCCCC4)ncnc32)cc1	-43.4	-13.1	1.1	6.7	7.7	3.7	-11.0	-7.6	4.5	i
4	Cc1ccc(-c2cc(C(=O)NCc3ccco3)c3ccccc3n2)o1	56.1*	12.4	-0.9	-3.1	-1.8	40.5	1.2	-3.0	4.7	i
5	Cc1ccc(Nc2nc(N3CCOCC3)nc(N3CCOCC3)n2)cc1	5.1	-8.5	1.9	5.8	-1.1	17.6	-16.0	-0.2	-4.3	i
6	Cc1ccc[n+](-c2nc([O-])sc2/C=N/Nc2ccc([N+](=O)[O-])cc2)c1	-5.7	-1.6	-1.2	-0.8	1.3	1.6	-10.1	9.2	3.9	i
7	COCCCNC(=O)CCc1nc2cccnc2n1Cc1ccc(OC)cc1	-3.6	26.9	1.4	-1.2	-1.2	47.4	-0.3	-6.3	4.2	i
8	CN(CC(=O)Nc1ccc(F)cc1)C(=O)CCc1nc2ccccc2c(=O)[nH]1	3.8	0.3	-1.0	·	0.0	16.0	-1.1	1.6	0.8	i
9	COc1ccc(C2C3=C(CC(C)(C)CC3=O)Nc3c2c(=O)n(C)c(=O)n3C)cc1OC (stereo not drawn)	-3.9	-20.0	2.0	0.1	0.2	1.0	-4.4	-1.6	-6.1	i
10	COc1ccc(C(CCNCc2ccc(N(C)C)cc2)c2ccccc2)cc1 (stereo not drawn)	9.0	16.4	-4.8	3.5	2.7	20.0	2.6	-0.3	0.3	i
11	Cc1c(C(c2cc(O)ccc2Cl)c2c(C)n(C)n(-c3ccccc3)c2=O)c(=O)n(-c2ccccc2)n1C	-3.2	-8.2	2.5	-2.0	0.2	33.0	-0.3	-7.7	-1.1	i
12	CC(C)(C)OC(=O)N1CCC(c2cc(=O)n3[nH]c(-c4ccc(Cl)cc4)cc3n2)CC1	1.7	-7.8	3.0	-1.0	-1.5	4.4	-12.8	-5.7	0.6	i
13	CCN(CC)C(=O)c1ccc(Cn2cc([N+](=O)[O-])cn2)o1	15.7	11.7	-0.7	-0.5	-0.6	17.3	6.7	-2.2	3.7	i
14	CC1(C(=O)OCC(=O)Nc2ccc3ccccc3c2)CC1(Cl)Cl (stereo not drawn)	-4.1	66.0*	2.1	0.5	-2.1	-32.7	29.1	7.4	20.7	i
15	CC(=O)Nc1ccc(-c2nc3c(C)cccc3[nH]2)cc1	-3.1	-47.9	0.2	-0.8	0.5	-4.4	-31.5	-14.6	8.0	i
16	COc1cccc(-c2nnc(SCC(=O)Nc3cc(C)on3)o2)c1	5.7	31.3	-5.1	-0.1	-0.8	20.8	4.6	6.9	2.1	i
17	O=[N+]([O-])c1ccc(S(=O)(=O)Nc2nc(-c3ccccc3)cs2)cc1	3.7	-11.8	-1.0	-3.0	-8.6	-3.3	-3.7	1.1	·	i
18	CCOc1ncccc1C(=O)Nc1ccccc1C(=O)NCc1ccc2c(c1)OCO2	-4.9	0.1	1.3	·	-0.6	22.7	4.3	2.2	-2.5	i
19	Cc1ccccc1OCc1ccc(C(=O)N2CCOCC2)o1	15.2	10.7	-1.5	1.7	3.0	14.0	2.0	2.2	-5.4	i
20	Cc1cc(C)c(S(=O)(=O)N(C)CC(=O)NCc2ccncc2)c(C)c1	0.2	-8.9	4.3	1.8	-2.5	11.1	1.0	-0.3	2.5	i
21	Cn1c(SCCOc2cccc(Cl)c2)nnc1-c1ccncc1	2.3	-11.4	0.3	0.5	0.8	27.3	2.3	-1.1	1.2	i
22	O=C(COC(=O)CSc1ccc(Br)cc1)NCc1ccco1	-5.4	-4.6	-0.1	·	-2.6	18.9	1.4	-0.2	-0.6	i
23	CCCNC(=O)c1cccc(Br)c1	1.6	-3.1	1.0	0.1	-1.5	11.3	-6.4	0.0	-5.2	i
24	C/C(=N\NC(=O)C(C)Oc1ccc([N+](=O)[O-])cc1)c1ccccn1 (stereo not drawn)	-0.4	-3.6	0.8	0.8	-3.6	32.3	-1.3	2.5	3.8	i
25	Cc1nnc(N(Cc2ccco2)C(=O)c2cccc(C#N)c2)s1	0.8	-8.6	-1.8	-3.0	-0.4	34.8	4.8	-2.8	-4.5	i
26	CCn1c(SCC(=O)Nc2ccccc2)nc2nc3c(cc2c1=O)COC(C)(C)C3	10.3	11.1	-2.8	1.9	-2.0	14.9	3.4	-4.5	·	i
27	Cc1cccnc1CC(C)NC(=O)c1cc(COc2cncc(Cl)c2)on1 (stereo not drawn)	16.6	8.3	2.2	2.1	-0.1	10.5	10.1	2.4	5.4	i
28	CN(C(=O)c1ccccc1-c1ccccc1C(=O)O)c1ccccc1	2.4	0.6	2.1	2.0	-2.0	21.6	-6.3	-1.9	10.0	i
29	COc1ccc(C[C@@H]2CN3C(=NC[C@@H]3C)N2CCNC(=O)c2ccc(C)c(Br)c2)cc1	5.7	-9.4	-1.8	6.3	2.1	6.6	-3.9	-0.9	-0.5	i
30	O=C(c1cc(-c2cccnc2)nc2ccc(Br)cc12)N1CCN(c2ncccn2)CC1	2.9	11.7	4.5	1.1	0.1	39.3	-5.0	1.3	-3.4	i
31	Cc1cc(=O)n2nc(N3CCC(C(=O)N4CCN(c5ccccc5)CC4)CC3)sc2n1	13.1	-4.2	-1.6	-2.0	-2.9	20.7	-3.8	3.2	-5.8	i
32	O=S(=O)(Cc1ccccc1)Nn1cnnc1	8.9	-11.5	-0.1	-0.6	-0.3	38.3	-7.9	-1.0	0.3	i
33	Cc1ccc(N2C(S)=C(C#N)C(=O)NC2c2ccco2)cc1 (stereo not drawn)	-2.0	-15.4	-4.1	-3.0	28.9	34.9	4.9	0.4	·	i
34	NC(=O)c1ccsc1NC(=O)CSc1nc2ccccc2c(=O)n1CCCO	0.2	5.9	-3.5	-3.5	-4.2	16.6	-3.7	0.4	1.5	i
35	COc1ccc2cc(C(C)c3nc4ccccc4c(=O)n3N)ccc2c1 (stereo not drawn)	8.4	20.7	6.0	4.8	-2.0	13.7	4.3	7.7	-2.3	i
36	O=C(CSc1ccc(Cl)cc1)OCc1nnc(-c2ccccc2)o1	3.4	-0.6	-1.5	-1.7	0.5	6.5	-7.0	7.6	14.3	i
37	O=C(C1CCN(S(=O)(=O)c2ccccc2)CC1)N1CCOCC1	13.4	13.5	-0.9	1.5	-1.5	42.4	-5.5	0.8	0.3	i
38	CCOC(=O)C1(Cc2ccc(Cl)cc2)CCN(C(=O)CCc2cnccn2)CC1	3.2	13.9	1.6	-6.6	-1.0	56.8	-6.2	-1.3	-0.4	i
39	O=C(NCc1ccccc1Cl)c1cnccc1C(F)(F)F	0.2	-11.4	-1.2	-0.1	2.2	7.4	-8.9	2.8	-15.0	i
40	CCOC(=O)N1CCN(C(=O)COC(=O)c2ccccc2NCCO)CC1	-2.6	-0.5	-1.7	·	-1.5	0.2	0.3	-52.3	7.5	i
41	CC(C)(C)c1ccc(OCCn2ccccc2=O)cc1	0.4	?	-1.2	3.0	-7.2	-62.3	31.6	0.1	-0.2	i
42	COc1ccc(NC(=O)Cc2nnc(SCC(=O)Nc3ccccc3)n2C)cc1	1.7	6.4	0.5	-1.1	-2.1	?	-1.1	-9.9	2.6	i
43	CC1(C)CC(=O)c2c(O)cc(OCC(=O)Nc3ccc(S(N)(=O)=O)cc3)cc2O1	4.5	6.0	-1.1	-4.8	2.8	5.4	-6.7	0.3	8.8	i
44	CC1(C)Nc2ccccc2C(=O)N1NC(=O)c1ccccc1	0.0	21.6	0.4	0.1	0.3	0.3	-3.1	-21.6	5.1	i
45	COc1ccccc1C(=O)NCCC(=O)N1CCN(c2ccccc2O)CC1	5.1	5.5	-3.4	·	-2.4	-2.3	1.0	0.5	5.6	i
46	Cc1c(C)c2ccc(OC(C)C(=O)NCCCN3CCOCC3)c(C)c2oc1=O (stereo not drawn)	12.9	-40.7	-1.7	0.6	-2.8	16.0	-22.6	-16.9	-4.6	i
47	O=C(CCc1ccccc1)NCC(c1ccco1)N1CCc2ccccc21 (stereo not drawn)	5.8	-11.8	0.7	·	-0.9	3.9	-8.3	3.2	6.0	i
48	COc1cc(F)ccc1S(=O)(=O)N1CCN(Cc2ccccc2)CC1	1.6	1.7	-2.7	-1.9	-0.3	12.6	-2.8	-18.0	-6.3	i
49	O=C(c1ccc(N2C(=O)CCC2=O)cc1)N1CCN(c2ccccc2)CC1	-2.6	5.0	0.1	0.0	-0.3	30.0	-8.8	4.0	0.4	i
50	CN(C(=O)Cn1nnc(-c2ccccc2)n1)C1CCS(=O)(=O)C1 (stereo not drawn)	-8.8	0.3	3.2	·	-2.0	20.9	-1.7	-3.7	5.4	i
51	N#Cc1ccc(CN2CCN(C(=O)c3ccccc3)CC2)c(Cl)c1	1.0	3.5	-1.8	-3.5	-0.4	25.0	-0.1	-1.8	-2.4	i
52	c1ccc(Nc2nc(-c3cccs3)cs2)nc1	15.8	28.5	0.7	2.8	-1.5	1.1	10.3	-4.3	11.2	i
53	O=C(Nc1ccc2c(c1)CCC2)c1cccc(S(=O)(=O)Nc2ccccc2Cl)c1	27.3	-10.1	3.2	5.9	-6.4	34.7	4.2	1.7	-1.4	i
54	CC(C)c1nc(SCC(=O)NCc2ccccc2)n[nH]1	·	·	-8.9	-1.2	-1.1	8.8	·	2.6	4.4	·
55	CCOC(=O)C1=C(CN2CCN(C(=O)c3ccco3)CC2)NC(=O)NC1c1ccc(OC)cc1 (stereo not drawn)	0.6	-91.4	1.9	1.5	-0.2	18.0	-88.3*	-4.8	0.8	i

Just HSF1 inhib and PolyA inh, for some of the entries so far:
item	canonical_smiles	HSF1 inhib	PolyA inh
48	COc1cc(F)ccc1S(=O)(=O)N1CCN(Cc2ccccc2)CC1	-2.8	i
49	O=C(c1ccc(N2C(=O)CCC2=O)cc1)N1CCN(c2ccccc2)CC1	-8.8	i
50	CN(C(=O)Cn1nnc(-c2ccccc2)n1)C1CCS(=O)(=O)C1 (stereo not drawn)	-1.7	i
51	N#Cc1ccc(CN2CCN(C(=O)c3ccccc3)CC2)c(Cl)c1	-0.1	i
